Screens from PubChem.
PG9 binder: PG9 antibody binding by small molecule; TR-FRET gp120-PG9 antibody binding; hit rate 0.43% among 360,000; inhibition, % at 6.7 µM; AID 624416; in the data active = inhibition above about 8.5%
NR1D1 modulator: modulators of human Rev-erb alpha DNA binding | hit rate 0.79% among 370,000 | P20393 | Rev-erbα–FITC-DNA binding, fluorescence polarization, 90 min | activity, % at 10 µM;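 active = activity above about 14%, limit read from the data; passing the limit was not always enough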;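 also: 0% = DMSO wells with 35 nM protein and 100% = DMSO wells with 750 nM protein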
MBD2 inh: blocks human MBD2 binding to methylated DNA. AID 686964. TR-FRET, MBD2 binding to methylated oligonucleotide. inhibition, % at 4.4 µM. hit rate 0.31% among 370,000. Q9UBB5; in the data active = inhibition above about 13%
UHRF1 binding: UHRF1 methyl-DNA binding inhibition | hit rate 0.75% among 370,000 | inhibition, % at 4.4 µM | Q96T88 | UHRF1 binding to methylated oligo, TR-FRET | AID 687016; in the data active = inhibition above about 21%;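 also: UHRF1 SRA domain binding a hemimethylated CpG hairpin DNA probe; 0% = median of test compound wells and 100% = reference inhibitor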
Target sequence (Q96T88 whole entry, looked up, the tested form may be a part): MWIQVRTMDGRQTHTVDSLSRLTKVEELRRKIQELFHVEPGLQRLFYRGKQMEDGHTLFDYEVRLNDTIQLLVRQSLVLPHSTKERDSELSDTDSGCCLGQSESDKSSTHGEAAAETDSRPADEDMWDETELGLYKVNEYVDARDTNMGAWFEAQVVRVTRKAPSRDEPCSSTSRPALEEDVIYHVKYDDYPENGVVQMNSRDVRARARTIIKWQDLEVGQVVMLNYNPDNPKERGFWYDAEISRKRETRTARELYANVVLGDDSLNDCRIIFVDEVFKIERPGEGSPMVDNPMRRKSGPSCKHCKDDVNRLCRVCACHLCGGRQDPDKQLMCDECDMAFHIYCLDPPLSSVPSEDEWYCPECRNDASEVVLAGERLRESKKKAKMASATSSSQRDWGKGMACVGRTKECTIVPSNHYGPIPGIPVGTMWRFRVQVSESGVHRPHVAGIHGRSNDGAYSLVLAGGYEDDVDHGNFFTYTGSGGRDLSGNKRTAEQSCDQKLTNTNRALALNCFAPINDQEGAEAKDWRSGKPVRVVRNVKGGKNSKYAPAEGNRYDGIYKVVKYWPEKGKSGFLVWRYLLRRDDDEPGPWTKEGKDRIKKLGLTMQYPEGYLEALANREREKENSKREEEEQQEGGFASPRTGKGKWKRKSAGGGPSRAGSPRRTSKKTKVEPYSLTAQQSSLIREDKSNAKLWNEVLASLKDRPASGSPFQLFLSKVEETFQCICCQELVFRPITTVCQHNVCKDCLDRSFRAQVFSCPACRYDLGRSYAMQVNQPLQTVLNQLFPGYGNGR
LEDGF integ inh: blocks HIV-1 LEDGF/p75-dependent DNA integration | hit rate 0.64% among 370,000 | TR-FRET IN-LEDGF/p75 DNA integration, Eu/Cy5 | inhibition, % at 3.7 µM;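 active = inhibition above the screen-wide mean plus 3 SD, cut at about 13% in these data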;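 also: signal is the Cy5 over europium emission ratio at 671 and 618 nm; 0% = plate median of compound wells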
TCR-CD3 inh: inhibitors of human TCR-CD3 interaction; TAMRA-labeled TCR probe fluorescence, biochemical; inhibition, % at 9.4 µM; hit rate 0.37% among 360,000; AID 651800; in the data active = inhibition above about 19%;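 also: recombinant mutant TCR 2C K166C tagged with TAMRA read by polarization; 0% = receptor in buffer alone and 100% = receptor with positive control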
PRMT1 inh: inhibitors of human PRMT1; inhibition, % at 2.79 µM; hit rate 1.3% among 370,000; recombinant PRMT1, activity-based probe fluorescence polarization;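 active = inhibition above about 21% made by adding two undisclosed values, limit read from the data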
HTRA1 inh: inhibitors of human serine peptidase HTRA1; Q92743; hit rate 0.5% among 340,000; recombinant HTRA1, FP-rhodamine activity-based probe, fluorescence polarization; inhibition, % at 5.96 µM; AID 504803; in the data active = inhibition above about 36%;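 also: 0% = enzyme with DMSO and 100% = wells lacking enzyme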
ABHD4 inh: inhibitors of mouse ABHD4. inhibition, % at 8.92 µM. Q8VD66. purified mABHD4, FP-Rh probe fluorescence polarization. hit rate 0.54% among 370,000;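 active = inhibition exceeding the mean over every tested compound plus 3 SD, cut at about 30% in these data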;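 also: 0% = plate median of compound wells and 100% = S159A mutant with DMSO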
Target sequence (Q8VD66 whole entry, looked up): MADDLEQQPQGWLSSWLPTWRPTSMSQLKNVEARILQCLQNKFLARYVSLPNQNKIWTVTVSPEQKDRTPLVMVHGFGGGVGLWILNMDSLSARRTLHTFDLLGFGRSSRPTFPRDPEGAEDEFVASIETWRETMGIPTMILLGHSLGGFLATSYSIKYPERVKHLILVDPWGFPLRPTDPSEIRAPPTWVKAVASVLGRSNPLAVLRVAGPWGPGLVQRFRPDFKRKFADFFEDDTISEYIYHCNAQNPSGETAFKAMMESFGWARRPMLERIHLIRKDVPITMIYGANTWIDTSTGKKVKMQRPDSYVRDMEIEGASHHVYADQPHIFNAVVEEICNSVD
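Assay system: Wild-type mouse ABHD4 protein | Medium: HEPES pH 7.0 buffer, 150 mM NaCl, 0.01% Pluronic F-127 | Incubation: Enzyme–compound pre-incubation 45 min, then probe 60 min, both 25 °C | Technique: Fluorescence polarization with parallel and perpendicular emission, 525/598 nm | Evaluation: % inhibition of FP-Rh probe binding versus controls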
rCAG RNA binder: r(CAG) repeat RNA binding | TO-PRO-1 dye displacement fluorescence | hit rate 1.3% among 370,000 | inhibition, % at 3 µM;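 active = inhibition above the plate cutoff, the mean of all test compounds on that plate plus 3 SD, cut at about 35% in these data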;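 also: 0% = DMSO alone and 100% = 100 µM mitoxantrone as full dye displacement; higher means more dye released from RNA so lower well fluorescence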
* marks the source's active call; other numbers are inactive results; · = not tested or not shown. An excerpt. The share of hits here may be higher or lower than overall.

SMILES	PG9 binder	NR1D1 modulator	MBD2 inh	UHRF1 binding	LEDGF integ inh	TCR-CD3 inh	PRMT1 inh	HTRA1 inh	ABHD4 inh	rCAG RNA binder
CCCCCNS(=O)(=O)c1cc2c3c(c1)CCC(=O)N3CCC2	-1.6	1	1	1	0	-12	3	-1	-2	-3
CCN1C(=O)C(CC(=O)N2CCN(C(c3ccccc3)c3ccccc3)CC2)N(CC)C1=O (configuration not stated)	-0.6	1	-1	-2	-3	-2	-1	6	-1	-1
Cc1cc(C(=O)NNc2cc(Cl)ccc2Cl)no1	-1.8	7	2	0	-2	1	-2	-3	0	-1
O=C(Nc1ccc(F)cc1)c1ccccc1F	-0.2	-1	3	13	7	-2	-1	1	3	2
Cc1noc(C)c1COc1cccc(C(=O)N2CCN(C/C=C/c3ccccc3)CC2)c1	-0.2	-6	0	1	0	-3	-1	-15	2	-5
CC(NC(=O)C12CC3CC(CC(C3)C1)C2)c1ccc(F)cc1 (configuration not stated)	0.7	-7	-3	1	-4	4	1	7	0	1
COc1ccc(OCC(=O)Nc2ccc3c(c2)nc(CCN2CCOCC2)n3C)cc1	0.1	-3	-6	2	-1	-3	6	1	3	-5
COc1ccc(-c2c(C)nc(N)nc2-c2ccc(OC)cc2O)cc1	-2.7	6	2	0	0	4	-1	1	3	0
Cc1cc(C)cc(NC(=S)NCc2ccc3[nH]c4c(c3c2)CCCC4)c1	-1.1	-8	-3	-1	-2	-9	2	3	3	15
CCNS(=O)(=O)c1ccc(CCC(=O)O)cc1	-0.3	-6	-3	-1	-2	5	-3	0	-1	-2
N#CC(C(=O)c1ccco1)c1ccccn1 (configuration not stated)	0.1	-3	2	3	-5	-5	2	-5	2	-1
CCC(CC)NCc1ccc(OC)cc1OC	-2.8	-1	-2	0	-1	4	-3	2	8	0
COc1ccc2cnn(CCOc3ccccc3)c(=O)c2c1OC	0.9	7	-1	2	2	-1	1	-4	7	-4
CCC(c1nnnn1Cc1ccco1)N1CCN(C(=O)c2ccco2)CC1 (configuration not stated)	-0.8	-8	1	-1	-1	3	2	5	4	5
O=C(c1ccc(Br)c([N+](=O)[O-])c1)N1CCN(Cc2ccccc2)CC1	-1.4	1	9	4	-1	-7	6	2	-10	-10
Cc1ccc(S(=O)(=O)NC(=O)C2(C)CCN2C(=O)C2(c3ccc(Cl)cc3)CCC2)cc1 (configuration not stated)	2.3	-1	-2	2	5	-1	-2	·	9	42*
O=[N+]([O-])c1ccc(/C=N/Nc2nc(N3CCCC3)nc(N3CCCC3)n2)o1	-1.1	-4	-1	-3	-1	8	2	22	19	11
N=C1CCCN1c1ccccc1O	-0.9	2	3	-2	-3	4	1	5	4	-4
CC(C)=C[C@H]1C[C@H](C)[C@H]2CC[C@H](C)c3c(O[C@@H]4O[C@@H](C)[C@@H](O)[C@@H](O)[C@@H]4O)c(O)c(C)c1c32	-1.2	7	-2	-1	-1	8	5	·	5	-1
Cc1cc(NC(=O)CSCC(=O)OC(C)C(=O)c2cc(C)c(C)cc2C)no1 (configuration not stated)	0.1	-2	0	-1	1	11	-2	-8	-5	-6
O=C(CSc1ncccn1)NCc1cccc(Cl)c1	-0.1	-5	-3	1	3	2	0	4	2	2
C=CCOc1ccccc1CNCc1ccc(F)cc1	-0.1	-5	1	-1	-2	2	-2	6	-5	0
COc1ccc(N(C)C(=O)c2cnc(N3CCN(c4ncccn4)CC3)c3ccccc23)cc1	0.7	2	9	6	5	-9	-1	-2	-14	-2
COc1ccc(C(C)(C)C)cc1NC(=O)COC(=O)CSCc1c(C)noc1C	1.4	11	-7	0	-1	7	3	-12	2	-7
C=CCNS(=O)(=O)c1cc2c3c(c1)CCN3C(=O)CC2	-1.6	-4	-2	-1	-2	-2	-1	3	3	6
Later entries
SMILES	PG9 binder	NR1D1 modulator	MBD2 inh	UHRF1 binding	LEDGF integ inh	TCR-CD3 inh	PRMT1 inh	HTRA1 inh	ABHD4 inh	rCAG RNA binder
CN1CCN(C2CN(Cc3cn(Cc4ccc(Cl)cc4)nn3)S(=O)(=O)C2)CC1 (configuration not stated)	1.2	-9	8	15	5	7	-3	·	-2	2
O=C1NC2(CCC3(CC2)OCCO3)NN1c1ccccc1	-0.5	5	4	-2	0	4	2	7	-4	1
CN1NC(=O)CC1c1ccccc1 (configuration not stated)	-0.4	-2	-6	-1	0	8	2	6	-4	1
COC(=O)[C@@]1(C(C)C)N=C(c2cc(OC)c(OC)c(OC)c2)[C@]2(O1)C(=O)N(Cc1ccc(OC)cc1)c1ccc(Br)cc12	1.2	0	-3	-1	7	3	-6	·	-2	4
O=C(COc1ccc(F)cc1Br)N1CCc2ccccc21	-0.2	0	-2	4	-1	-2	0	-4	-5	-2
O=C(NNC(=O)c1ccco1)c1ccc(NS(=O)(=O)c2cccs2)cc1	-0.3	4	2	-2	1	-2	-1	-2	-5	1
CCC1(c2ccc(OC)cc2)NC(=O)N(CC(=O)c2ccc3c(c2)OCCO3)C1=O (configuration not stated)	-1.6	6	0	-1	2	-5	-1	-15	7	0
COc1ccc(NC(=O)c2cc3n(n2)C(C(F)(F)F)CC(c2ccc(OC)cc2)N3)cc1 (configuration not stated)	-0.8	-2	-1	-2	-2	2	-1	-2	2	2
Cc1ccc(CN2CC(N3CCN(CC4CC4)CC3)CS2(=O)=O)cc1 (configuration not stated)	-0.8	-8	-4	2	-4	-5	1	·	6	-2
COc1ccc(NS(=O)(=O)c2cc(C(=O)N3CCC3)ccc2C)cc1	-4.4	-5	2	-2	3	-10	0	5	-2	4
O=C(CNSc1ccc([N+](=O)[O-])cc1[N+](=O)[O-])OCc1ccccc1	-0.3	10	2	-3	-3	5	16	·	5	6
COC(=O)[C@]12C[C@H](CC(=O)NCc3cccs3)C(=O)N(CCC3=CCCCC3)C1=C[C@H](C(C)C)O[C@@H]2C1CC1	·	1	-4	7	3	·	-4	·	-3	2
NC(=O)CC[C@@H]1NC(=O)[C@@H]2CCCN2C(=O)c2cc([N+](=O)[O-])cc(F)c2NCCC[C@@H](C(N)=O)NC1=O	-1.1	2	-8	0	3	2	2	2	-1	-1
CC(NS(=O)(=O)c1ccc(Cl)c(Cl)c1)C(=O)OCC(=O)Nc1ccc2c(c1)OCO2 (configuration not stated)	-0.6	1	-6	-2	5	2	-3	4	-10	5
Cc1onc(-c2ccccc2Cl)c1C(=O)N1C=CC(C(F)(F)F)=NCC1	1.2	6	-1	0	0	0	-2	0	-5	4
COc1ccc(NC(=O)CCCN2C(=O)C(c3ccccc3)Oc3cccnc32)cc1 (configuration not stated)	-1.7	-2	-3	1	1	0	5	-2	-5	-2
CCOc1ccc(CCN2C(=O)C(=O)N([C@@H](CC(C)C)CN3CCC[C@@H]3CN3C(=O)C(=O)NC[C@@H]3Cc3ccccc3)C[C@@H]2Cc2ccc(O)cc2)cc1	0.8	-1	2	9	0	-2	3	-38	0	4
COC(=O)[C@]12CCCCC=C1N(Cc1ccc3c(c1)OCO3)C(=O)[C@H](CC(=O)N1CCCCC1)C2	-1.4	-1	2	-1	-2	0	8	·	-6	2
COc1cccc(CNC(=O)C2CCN(c3ncnc4c3nc3n4CCCCC3)CC2)c1	1.0	-1	1	-1	-3	-4	4	4	-2	-3
CCCc1nc2ccccc2c(C(=O)OC2CCOC2=O)c1CC (configuration not stated)	0.7	-2	-1	0	1	3	0	-1	-6	6
COc1ccc(CC(N)c2csc(NC(=O)c3ccc(F)cc3)n2)cc1 (configuration not stated)	0.8	-1	0	-2	2	-8	0	·	-8	15
CCC(C)[C@H](NC(=O)N1CCn2c1nc1ccccc12)C(=O)NCCc1ccccc1 (some centres not stated)	-0.6	-3	4	-1	1	0	-1	-11	-11	-5
COc1ccccc1NS(=O)(=O)c1cccc(NC(=O)Nc2ccccc2)c1	-1.1	5	-1	-3	0	3	1	-75	-58	18
CCNC(=O)CC1C(=O)N(c2cccc(OC)c2)C(=O)N1CCOC (configuration not stated)	0.7	1	-3	0	-1	-2	2	3	3	0
COc1ccccc1CNC(=O)c1ccc2c(=O)n(CC3CCCO3)c(=S)[nH]c2c1 (configuration not stated)	-0.3	-4	1	0	7	1	0	-2	-7	-4
The list continues:
SMILES	PG9 binder	NR1D1 modulator	MBD2 inh	UHRF1 binding	LEDGF integ inh	TCR-CD3 inh	PRMT1 inh	HTRA1 inh	ABHD4 inh	rCAG RNA binder
CCOc1ncccc1C(=O)N(CCC(C)C)c1c(N)n(Cc2ccccc2)c(=O)[nH]c1=O	0.4	-5	9	18	4	-2	4	0	-7	0
O=C(Nc1nnc(C2CCCO2)s1)c1cccs1 (configuration not stated)	-1.1	-2	-1	4	-1	1	5	-2	-4	2
O=C(Nc1ccccc1)c1cccc(S(=O)(=O)NCc2ccco2)c1	-0.5	3	4	2	-1	5	-5	-16	-2	2
CCCCC(CC(O)COCCC)C(=O)NN (configuration not stated)	-0.3	-6	-4	1	3	-5	0	2	8	-8
O=C(c1cc(C2CC2)nn1-c1ccccc1)N1CCN(Cc2ccc(Cl)cc2)CC1	0.1	2	3	-3	-4	-2	0	-20	-5	1
O=C(COC(=O)c1ccc(O)cc1O)NC(=O)NCc1ccccc1	-0.5	2	-5	0	2	-1	-10	13	-14	2
Nc1ncnc2c1ncn2[C@@H]1O[C@H](C(=O)N2CCCN(Cc3cccs3)CC2)[C@@H](O)[C@H]1O	0.5	-7	-4	-3	-10	3	-2	·	-6	3
Cc1ccc(O)c(/C=N/NC(=O)Cc2ccc(Cl)cc2)c1	-2.2	-2	-7	1	0	8	-1	8	2	12
CSc1nc2ccc3nc(NC(=O)c4cccs4)sc3c2s1	1.7	17	-1	-1	-1	-2	-3	-9	-15	0
COc1ccc(CNC(=O)C(c2cccc(C)c2)N(C(=O)c2csnn2)C2CC2)cc1 (configuration not stated)	-2.2	-2	5	-1	0	8	-6	-8	0	-1
O=C1CCC2(CC1)NC(=O)N(c1ccccc1)N2	-1.0	5	-2	0	-1	4	8	10	1	-1
CN(CC(=O)Nc1c(Cl)cccc1Cl)C(=O)c1cc(S(=O)(=O)N(C)C)ccc1N1CCCC1	4.5	6	-2	3	-1	2	1	-3	7	1
COc1ccc(C(=O)NCC(=O)NCc2ccncc2)cc1	0.2	0	-6	-2	1	5	-4	5	0	1
CCOC(=O)c1c(NC(=O)Cc2cccs2)sc2c1CCCC2	-1.1	5	2	2	-1	3	0	-27	1	3
O=C(/C=C/NNC(=O)c1ccc(Br)cc1)c1ccccc1	-0.9	-5	-1	-6	-1	6	1	14	-3	10
N#CC1=C(N)SC(N)=C(C#N)C1c1cccc(Oc2ccccc2)c1	8.2	3	-4	-2	1	-3	-3	-80	-41	60*
COc1cc(NC(=O)c2ccccc2)ccc1NC(=O)Cc1ccccc1	-1.5	-2	4	1	-4	1	2	-5	-3	-6
C[C@H](CO)N1C[C@H](C)[C@@H](CN(C)S(=O)(=O)c2cn(C)cn2)Oc2c(NC(=O)Nc3ccc4c(c3)OCO4)cccc2C1=O	-5.9	2	2	1	2	4	-2	10	0	3

Whole records as entered above. Order of screens: PG9 binder | NR1D1 modulator | MBD2 inh | UHRF1 binding | LEDGF integ inh | TCR-CD3 inh | PRMT1 inh | HTRA1 inh | ABHD4 inh | rCAG RNA binder
Record of `CSc1nc2ccc3nc(NC(=O)c4cccs4)sc3c2s1` = 1.7 | 17 | -1 | -1 | -1 | -2 | -3 | -9 | -15 | 0
Record of `CCOc1ncccc1C(=O)N(CCC(C)C)c1c(N)n(Cc2ccccc2)c(=O)[nH]c1=O` = 0.4 | -5 | 9 | 18 | 4 | -2 | 4 | 0 | -7 | 0
Record of `N#CC1=C(N)SC(N)=C(C#N)C1c1cccc(Oc2ccccc2)c1` = 8.2 | 3 | -4 | -2 | 1 | -3 | -3 | -80 | -41 | 60*
